# Screens: PubChem, National Center for Advancing Translational Sciences (NCATS)
# ERG Ets-DNA blk – blocks human ERG Ets domain binding to DNA; P11308; fluorescence polarization, His-ERG Ets domain / labelled DNA; Potency, µM (top dose mostly 76.9 µM), without a hit: top-dose FP activity, negative = inhibition, most hits filed as inhibitors; hit rate 0.028% among 370,000; AID 624246; active = well fitted inhibition curve with a large enough effect in the polarisation, with a control signal flat; inconclusive = small, poorly fitted or top-dose-only effect, or effect the other way, or a change in a side signal; inactive = no such curve, though single readings can be large or run the other way; the % refers to the polarisation;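 also: polarization taken with two DNA probes labelled with fluorescein and Texas red; potency is read from the fitted curve at half-maximal effect; % of control where 0% means no effect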
# Target sequence (P11308 whole entry, looked up, the tested form may be a part): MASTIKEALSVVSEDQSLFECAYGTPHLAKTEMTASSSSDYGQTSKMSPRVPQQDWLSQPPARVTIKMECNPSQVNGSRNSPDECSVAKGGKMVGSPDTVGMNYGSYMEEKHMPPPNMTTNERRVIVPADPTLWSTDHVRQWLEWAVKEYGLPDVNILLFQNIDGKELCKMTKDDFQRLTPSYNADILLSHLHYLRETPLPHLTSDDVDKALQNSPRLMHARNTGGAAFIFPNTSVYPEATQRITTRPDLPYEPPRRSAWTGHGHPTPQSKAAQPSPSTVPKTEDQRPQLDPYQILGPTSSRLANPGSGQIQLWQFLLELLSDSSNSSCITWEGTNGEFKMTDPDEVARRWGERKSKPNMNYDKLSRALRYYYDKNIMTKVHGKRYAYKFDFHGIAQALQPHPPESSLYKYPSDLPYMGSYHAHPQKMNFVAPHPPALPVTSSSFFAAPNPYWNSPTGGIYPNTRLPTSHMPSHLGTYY
#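 His-tagged ERG Ets domain (1 uM in the protein solution; 300mM KCl, 50mM Tris-HCl, 1mM EDTA, 1mM DTT, pH 7.5) received compound, then a probe mix of 5 nM fluorescein-DNA and 100nM Texas-615-DNA. Fluorescence polarization was read for both dyes.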
# Tb PGK inh – blocks T. brucei phosphoglycerate kinase. P07378. PGK/GAPDH coupled, Kinase-Glo luminescence, 60 min. Potency, µM (titrated, usually from 57.5 µM), for inactives: top-dose activity change, negative = inhibition, most hits filed as inhibitors. hit rate 0.043% among 380,000. AID 602233; also: potency is read from the fitted curve at half-maximal effect; % is scaled to controls: 0 for no effect and ±100 for the full control effect; nearly all actives have a fitted effect of over 60% in size
#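 Luminescent ATP detection (Kinase-Glo Plus) follows a 60-minute room-temperature incubation, with wells lacking PGK as controls. Buffer: 100 mM TEA (pH 7.6), 5 mM MgCl2, 0.01% Tween-20. Coupling enzyme GAPDH (100 nM final) supplies unstable 1,3-BPG in-well.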
# JMJD2A Tudor inh – inhibitors of human JMJD2A Tudor domain. O75164. AlphaScreen JMJD2A-Tudor / H3K4me3 peptide binding. Potency, µM (doses to about 114 µM), without a hit: at the highest dose activity change, negative = inhibition, most hits filed as inhibitors. hit rate 4.4% among 390,000; also: potency is read from the fitted curve at half-maximal effect; % is scaled to controls: 0 for no effect and ±100 for the full control effect; nearly all actives have a fitted effect of over 50% in size
# HP1b chromo inh – HP1-beta chromodomain-methylated histone interaction inhibition; AID 540317; P83916; AlphaScreen HP1-beta / biotin-H3K9me3 peptide binding; hit rate 0.56% among 390,000; Potency, µM (top dose mostly 114 µM), without a hit: top-dose activity change, negative = inhibition, most hits filed as inhibitors; also: potency is read from the fitted curve at half-maximal effect; nearly all actives have a fitted effect of over 70% in size; inactives centre near 23
#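 Compound inhibition of the preformed complex between 50 nM HP1-beta and 50 nM biotinylated H3K9me3 peptide was read by AlphaScreen. Buffer was PBS pH 7.4 with 0.01% Tween-20. Incubations ran 30 min at room temperature, with 10 ug/mL donor/acceptor beads.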
# PI4K2A inh – blocks human PI4K2A kinase activity; Q9BTU6; purified PI4K2A, ADP-Glo luminescence, 1 h; hits give low values; activity change, negative = inhibition, % at 76.9 µM; hit rate 0.13% among 420,000; AID 1346378; in the data active = activity change below about -50%; inconclusive = mostly about -30% to -49%;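 also: -100% = wells without enzyme as full effect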
# Target sequence (Q9BTU6 whole entry, looked up): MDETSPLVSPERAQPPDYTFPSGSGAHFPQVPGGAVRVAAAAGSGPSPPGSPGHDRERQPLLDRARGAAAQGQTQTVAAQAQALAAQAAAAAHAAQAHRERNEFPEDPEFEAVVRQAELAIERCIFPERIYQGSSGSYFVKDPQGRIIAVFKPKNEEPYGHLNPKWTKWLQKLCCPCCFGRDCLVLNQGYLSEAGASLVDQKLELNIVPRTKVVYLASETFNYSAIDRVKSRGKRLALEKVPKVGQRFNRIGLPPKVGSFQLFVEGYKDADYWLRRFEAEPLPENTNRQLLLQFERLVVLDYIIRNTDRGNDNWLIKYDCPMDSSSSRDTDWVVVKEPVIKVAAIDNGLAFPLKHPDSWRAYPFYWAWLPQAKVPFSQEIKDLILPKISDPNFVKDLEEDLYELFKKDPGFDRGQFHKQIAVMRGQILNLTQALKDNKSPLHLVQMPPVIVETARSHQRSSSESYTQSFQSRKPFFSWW
#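 Compounds are screened against recombinant PI4K2A using PI as substrate and ATP, the latter dispensed at 300 microM. Reactions run one hour at ambient temperature before ADP-Glo detection; full inhibition defined by wells lacking enzyme.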
# Pin1 inh – human Pin1 inhibition; Q13526; Pin1 FP peptide displacement, HiFluor488, 10 min; Potency, µM (top dose mostly 115 µM), without a hit: at the highest dose activity, negative = inhibition, most hits filed as inhibitors; hit rate 0.009% among 390,000; AID 504891; active = well fitted inhibition curve with a large enough effect in the polarisation, with a control signal flat, not every such curve was filed as active; inconclusive = small, poorly fitted or top-dose-only effect, or effect the other way, or a change in a side signal; inactive = no such curve, though single readings can be large or run the other way; the % refers to the polarisation; also: potency is read from the fitted curve at half-maximal effect; % is scaled to controls: 0 for no effect and ±100 for the full control effect
# GLS inh – glutaminase GLS (human) inhibition. O94925. GLS enzymatic activity, qHTS titration. Potency, µM (highest dose often 45.5 µM), for the others: top-dose activity change, negative = inhibition, usual class: inhibitors. hit rate 0.21% among 410,000. AID 624170; also: potency is read from the fitted curve at half-maximal effect; % is scaled to controls: 0 for no effect and ±100 for the full control effect
#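 Glutamate formation by hKGA was monitored fluorometrically using coupled glutamate oxidase, HRP and Amplex Red. Substrate was added as 1 mM L-glutamine solution; incubation was 30 min at RT after an initial read.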
# G9a block – G9a (human) methyltransferase inhibition; Potency, µM (top dose mostly 102 µM), for inactives: top-dose activity, negative = inhibition, hits mostly inhibitors; G9a H3K9 monomethylation, AlphaScreen, 2 h; Q96KQ7; hit rate 8.8% among 350,000; also: potency is read from the fitted curve at half-maximal effect; % is scaled to controls: 0 for no effect and ±100 for the full control effect; nearly all actives have a fitted effect of over 75% in size
#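 Enzyme 20 nM + cpd, 15 min RT; add b-H3K9 pep 500 nM / SAM 20 uM; 2 h RT; anti-H3K9me1 Ab 0.5 ug/mL + SA donor / anti-rabbit acceptor beads 20 ug/mL each, 10 min; AlphaScreen read.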
# BAZ2B block – blocks human BAZ2B. AID 504333. hit rate 4.4% among 360,000. Q9UIF8. Potency, µM (highest dose often 114 µM), for the others: at the highest dose activity change, negative = inhibition, most hits filed as inhibitors. AlphaScreen BAZ2B-H3K14Ac peptide displacement; also: potency is read from the fitted curve at half-maximal effect; % is scaled to controls: 0 for no effect and ±100 for the full control effect; nearly all actives have a fitted effect of over 60% in size
#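 Compounds, titrated to a top concentration of 110 uM, were incubated 30 min at room temperature with preformed BAZ2B/acetyl-K14 H3 peptide complex (50 nM each). Proximity signal was measured by AlphaScreen after 20 min with beads.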
# The depositor's hits bear a star; i = inactive; ? = inconclusive; / = no result given; & = joins results of further samples; ! = a repeat was not active; [ ] = dose if it differs, or a comment. Unless noted, calls follow the shape of the dose curve; as a rule, active = well fitted curve in the direction sought with a large enough effect; inconclusive = small, poorly fitted or top-dose-only effect, or another doubt; inactive = no such curve, though single readings can be large; an effect the other way counts as inactive or inconclusive.
1: COc1ccc(-c2cc(C(=O)N3CCN(c4ncccn4)CC3)c3ccccc3n2)cc1
2: CN1C(=O)C(O)(C2OC(C)(C)CCC2=O)c2ccccc21 (centres undefined)
3: CN(CC(=O)NNC(=O)CCNS(=O)(=O)c1ccccc1)S(=O)(=O)c1ccc(Cl)cc1
4: Cc1cc2c(cc1C)C(c1cccc(OC(C)C)c1)CC(=O)N2 (centres undefined)
5: O=C(Nc1cccnc1)c1ccc(S(=O)(=O)c2ccc(Cl)cc2)cc1
6: O=C(Nc1ccc(Br)cc1)c1ccc(CSC2=NCCS2)cc1
7: CCOc1ccc(NC(=O)COc2ccc(OC)cc2)cc1
8: Nc1cccc2c1C(=O)N(Cc1nnc(-c3ccccc3Br)o1)C2=O
assay / entry	1	2	3	4	5	6	7	8
ERG Ets-DNA blk	6%	-4%	-5%	-3%	-9%	0%	7%	0%
Tb PGK inh	i	-2%	i	-4%	-5%	i	/	4%
JMJD2A Tudor inh	-1%	30%	1%	-5%	2%	0%	0%	-2%
HP1b chromo inh	45%[activator]	10%	34%	21%	50%[activator]	40%[activator]	71%[activator]	94%[activator]
PI4K2A inh	0	3	-3	-4	2	-15	1	-23
Pin1 inh	13%	5%	-4%	-8%	0%	6%	0%	?
GLS inh	-4%	0%	11%	4%	-9%	0%	-5%	-1%
G9a block	-4%[12.7 µM]	?	-6%	-4%[59 µM]	6%[59 µM]	-24%	-31%	7%
BAZ2B block	-23%	1%	9%	-2%	-35%	0%	-22%	22%

9: COCCCNC(=O)C(=O)Nc1cc2c3c(c1)CCC(=O)N3CCC2
10: CCOc1ccc(-n2ccc(=O)c(C(=O)Nc3ccc(S(=O)(=O)Nc4ncccn4)cc3)n2)cc1
11: Cc1ccc(S(=O)(=O)NCC(C)NC(=O)CN2CCOCC2)cc1 (centres undefined)
12: CSc1ccc(C(=O)c2[nH]c(=O)[nH]c2C)cc1
13: COc1ccccc1N1CCN(C(=O)C(C)CS(=O)(=O)c2ccc3c(c2)NC(=O)CS3)CC1 (centres undefined)
14: O=C(c1ccccc1)N1CCOC(O)(c2ccccc2)C1c1ccccc1 (centres undefined)
15: CSc1c(CC(=O)Nc2ccccc2Cl)n(Cc2ccccc2)c2ccccc12
16: O=C(NN1CCOCC1)c1ccc(Br)cc1
assay / entry	9	10	11	12	13	14	15	16
ERG Ets-DNA blk	1%	-3%	1%	4%	13%	4%	-4%	2%
Tb PGK inh	-7%	1%	2%	-6%	?	-12%	-10%	-1%
JMJD2A Tudor inh	-8%	-18%	-1%	-23%	21%	-2%	-19%	-1%
HP1b chromo inh	27%	24%	15%	11%	38%	40%	6%	12%
PI4K2A inh	1	-4	2	-2&-3&5	2	-6	-13	-2
Pin1 inh	1%	-2%	-3%	-16%	9%	1%	27%	-8%
GLS inh	2%	0%	7%	29%&9%	-4%	-1%	5%	-10%
G9a block	21%	8%	18%[59 µM]	11µM*!	?	/	-26%[59 µM]	/
BAZ2B block	-5%	-21%	0%	-1%	56µM*	/	25%	/

17: COc1ccccc1N1CCN(C(=O)CCS(=O)(=O)c2cc(Br)cc3c2N(C(=O)C2CC2)CC3)CC1
18: OCc1nc2nc(Cl)c(Cl)nc2[nH]1
19: COc1ccc(-c2nc3c(c(=O)n(C)c(=O)n3C)n2CC2CC(c3ccccc3)=NO2)cc1OC (centres undefined)
20: CC[N+]1(CC)CC2=Cc3ccccc3CC2C1 (centres undefined)
21: Cc1cccc(C(=O)N2CCc3cc(CNC(=O)CSc4ccccc4)ccc32)c1
22: COCCn1c(SCC(=O)N2CCc3ccccc32)nc2c(c1=O)SC(C)C2 (centres undefined)
23: CN(Cc1c(F)cccc1Cl)C(=O)c1ccc(NS(=O)(=O)c2ccc3[nH]c(=O)[nH]c3c2)cc1
24: Cc1cc(NC(=O)c2cc(-c3ccccn3)nc3c(Cl)cccc23)no1
assay / entry	17	18	19	20	21	22	23	24
ERG Ets-DNA blk	3%	-20%	8%	3%	-2%	-3%	-4%	-3%
Tb PGK inh	-2%	-1%	-2%	-3%	-3%	-6%	-6%	i
JMJD2A Tudor inh	-11%	2%	-9%	-4%	-16%	-33%	-22%	-10%
HP1b chromo inh	22%	30%	24%	15%	13%	14%	9%	40%[activator]
PI4K2A inh	2	-8	2	-1	-2	0	1	5
Pin1 inh	13%	?	3%	2%	33%[activator]	-3%	0%	22%
GLS inh	-4%	-1%	-1%	-1%	-8%	3%	-9%	-12%
G9a block	-18%[59 µM]	28%	/	?	12%[59 µM]	-24%[59 µM]	?	35%
BAZ2B block	-1%	-19%	/	-7%	-7%	-1%	-6%	-15%

25: COC(=O)CSc1nnnn1-c1ccccc1
26: C1CN(c2nc(N3CCOCC3)nc(N3CCOCC3)n2)CCO1
27: Brc1ccccc1-n1ncc2c1ncn1nc(Cc3ccccc3)nc21
28: O=c1c(Cc2ccccc2)c(O)c2cccc3c4c(n1c23)CCCC4
29: Cc1cc(C)nc(Nc2n[nH]c(COc3ccc4ccccc4c3)n2)n1
30: CCCCN1C(=O)/C(=C/C=C2\SCCN2C)SC1=S
31: Cn1cc(S(=O)(=O)N2CCc3ccccc32)cc1C(=O)Nc1ccc(Cl)cc1
32: Cn1cc(CN2CCC(C(=O)N3CCCC3)CC2)c(-c2ccccc2F)n1
assay / entry	25	26	27	28	29	30	31	32
ERG Ets-DNA blk	0%	11%	2%	15%	8%	-15%	13%	1%
Tb PGK inh	i	-1%	/	0%	-7%	-8%	3%	4%
JMJD2A Tudor inh	3%	-9%[11.4 µM]	-14%	-12%	-5%	35µM*	-18%	-5%
HP1b chromo inh	28%	25%	33%	13%	8%	28µM*	35%	23%
PI4K2A inh	2	2	2	8	3	-4	-4	4
Pin1 inh	-2%	-1%	-8%	-1%	-2%	?	4%	-3%
GLS inh	-16%	-6%	1%	-33%	1%	-14%	3%	8%
G9a block	-5%[59 µM]	26%[59 µM]	9%[59 µM]	/	/	13µM*	/	0%
BAZ2B block	22%	0%	0%	-17%	3%	10µM*	7%	-25%

# Copied from the entries so far (3 entries):
29: Cc1cc(C)nc(Nc2n[nH]c(COc3ccc4ccccc4c3)n2)n1
30: CCCCN1C(=O)/C(=C/C=C2\SCCN2C)SC1=S
31: Cn1cc(S(=O)(=O)N2CCc3ccccc32)cc1C(=O)Nc1ccc(Cl)cc1
assay / entry	29	30	31
ERG Ets-DNA blk	8%	-15%	13%
Tb PGK inh	-7%	-8%	3%
JMJD2A Tudor inh	-5%	35µM*	-18%
HP1b chromo inh	8%	28µM*	35%
PI4K2A inh	3	-4	-4
Pin1 inh	-2%	?	4%
GLS inh	1%	-14%	3%
G9a block	/	13µM*	/
BAZ2B block	3%	10µM*	7%

# Additional entries:
33: Cc1cc(C)cc(SCc2noc(C(=O)NCC3CCCO3)c2C(=O)O)c1 (centres undefined)
34: NC(=O)COc1c(-c2ccco2)oc2ccccc2c1=O
35: CC(C)OCCCn1c(=O)c2ccccc2n2c(-c3ccc(F)cc3)nnc12
36: O=C(Cn1cc(C(F)(F)F)ccc1=O)N1CCc2ccccc2C1
37: Cc1ccc(-c2ccccc2NC(=O)CS(=O)CC(=O)Nc2ccc(C)c(Cl)c2)o1 (centres undefined)
38: O=C(O)c1ccc(-n2nnnc2SCc2ccccc2)cc1
39: CCOc1ccc2[nH]c3c(N4CCC5(CC4)OCCO5)ncnc3c2c1
40: COc1ccc(COC(=O)NNC(=O)c2ccc(OC)cc2)cc1
assay / entry	33	34	35	36	37	38	39	40
ERG Ets-DNA blk	8%	-4%	-5%	19%	?	6%	11%	2%
Tb PGK inh	9%	i	i	i	0%	15%	i	i
JMJD2A Tudor inh	-26%	-14%	?	-8%	-36%	8%	-2%	-13%
HP1b chromo inh	38%	9%	-1%	35%	1%	33%[activator]	28%	-2%
PI4K2A inh	2	2	-1	0	-16	-2	-1	-6
Pin1 inh	-8%	-11%	1%	-1%	?	?	0%	4%
GLS inh	5%	5%	3%	1%	-5%	/	-9%	18%
G9a block	15%[0.501 µM]	-50%	28µM*	-8%[12.7 µM]	35µM*	?	4%	22%[59 µM]
BAZ2B block	-8%	-6%	?	1%	-13%	6%	-4%	-7%

41: CC(C)CCN(CCC(C)C)C(=O)Cc1c(O)c2ccccc2[nH]c1=O
42: CNC(=O)c1csc(-c2ccncc2)n1
43: COc1ccc(C2NC(=O)C(C#N)=C(S)N2c2ccc(C)cc2)cc1OC (centres undefined)
44: CCSC1=C(C#N)C(c2ccc(OC)c(OC)c2)CC(=O)N1 (centres undefined)
45: C=CCc1ccccc1OCC(O)CNC(C)C (centres undefined)
46: CCn1nnnc1SCC(=O)Nc1ccc(F)cc1
assay / entry	41	42	43	44	45	46
ERG Ets-DNA blk	38%[activator]	-7%	6%	8%	5%	-3%
Tb PGK inh	-3%	4%	-1%	-21%	5%	-2%
JMJD2A Tudor inh	-18%	16%	-21%	-9%	-17%	-6%
HP1b chromo inh	23%[57 µM]	31%	11%	29%	14%	2%
PI4K2A inh	-3	-1	-2	-9	4&1&-3	0
Pin1 inh	-1%	0%	-6%	-3%	-3%	-6%
GLS inh	-2%	/	21%	-2%	0%&-9%	10%
G9a block	-12%	10%[12.7 µM]	45µM*	-26%[12.7 µM]	?	11%
BAZ2B block	-2%	4%	-31%	-7%	-12%	3%
